ERa SRC1 inh – ER-alpha (human) coactivator binding inhibition | TR-FRET ER-alpha LBD / SRC-1 peptide, estradiol-bound | inhibition, % at 25.6 µM | hit rate 1.7% among 86,000; in the data active = inhibition above about 50%;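 note: 0% = receptor plus peptide control and 100% = peptide only without receptor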
Target sequence (P03372 whole entry, looked up, the tested form may be a part): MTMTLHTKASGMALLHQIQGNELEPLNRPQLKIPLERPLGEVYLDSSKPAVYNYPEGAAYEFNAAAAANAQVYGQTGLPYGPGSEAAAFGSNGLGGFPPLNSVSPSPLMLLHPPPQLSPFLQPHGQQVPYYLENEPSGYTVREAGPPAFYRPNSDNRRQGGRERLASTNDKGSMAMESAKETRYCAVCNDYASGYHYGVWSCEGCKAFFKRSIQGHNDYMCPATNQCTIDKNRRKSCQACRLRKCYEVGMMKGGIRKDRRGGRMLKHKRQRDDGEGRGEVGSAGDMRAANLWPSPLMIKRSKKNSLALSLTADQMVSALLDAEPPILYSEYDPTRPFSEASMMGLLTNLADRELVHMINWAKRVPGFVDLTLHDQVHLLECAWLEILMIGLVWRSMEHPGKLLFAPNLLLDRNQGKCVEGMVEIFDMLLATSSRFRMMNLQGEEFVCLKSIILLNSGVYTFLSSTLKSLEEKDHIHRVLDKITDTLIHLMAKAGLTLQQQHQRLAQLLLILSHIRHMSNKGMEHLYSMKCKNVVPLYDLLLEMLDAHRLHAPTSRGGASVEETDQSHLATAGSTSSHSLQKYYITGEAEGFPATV
Lung fibro prol – blocks proliferation of human lung fibroblasts; LL 47 human lung fibroblast viability, ATP luminescence; hits give low values; viability, % at 10 µM; hit rate 1.1% among 85,000;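 active = viability at or below 50% in the single dose screen; inactive = viability above 50%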;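 note: compound exposure lasted 72 h before the ATP readout; 100% = median luminescence of untreated cell-only wells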
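Test system: LL 47 human lung fibroblasts; Quantity: 1,150 cells/well; Buffer or medium: IMEM plus 15% FBS; Dosing: tenfold compound dosing solution, DMSO at 0.1%; Timing: overnight cell rest, 72 h compound treatment at 37 °C; Detection: ATP-based CellTiter-Glo luminescent readout; Read-out basis: viability percentage against median untreated-cell control; Controls: cell-only wells, no compound.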
MT1-MMP txn act – activates MT1-MMP transcription. hit rate 0.16% among 86,000. HT1080 MT1-MMP promoter luciferase reporter, luminescence, overnight; hits give high values. activation factor at 10 µM. AID 750;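 active = activation factor of at least 2 for MT1-MMP transcription at 10 µM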
ERb SRC1 inh – blocks coactivator binding to human estrogen receptor beta | Q92731 | TR-FRET ER-beta LBD / SRC1-Cy5 peptide binding; receptor agonist-loaded with 1 µM estradiol | inhibition, % at 25.6 µM | hit rate 1.3% among 86,000 | AID 633;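 active = compounds whose percent inhibition of the receptor-coactivator binding signal exceeds about 50% in the single-dose screen, limit read from the data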;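 note: 0% = receptor plus peptide wells without compound and 100% = peptide-only wells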
H69AR inhibit – growth inhibitors of human H69AR lung tumor cells; H69AR lung tumor viability, ATP luminescence, 72 h; hits give low values; viability, % at 10 µM; hit rate 6% among 85,000;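 active = viability at or below 40%; inactive = viability above 40%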;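 note: multidrug resistant small cell line overexpressing MRP-1 efflux transporter; 100% = mean luminescence of untreated control wells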
HUVEC prolif 384 – human endothelial cell proliferation inhibition. HUVEC proliferation, CellTiter-Glo luminescence, 72 h; hits give low values. viability, % at 10 µM (by protocol). hit rate 1.1% among 86,000;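 active = viability at or below 30%; inactive = viability above 30%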;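 note: 100% = median luminescence of DMSO-only cell control wells on each plate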
Mac1 fbg enh – increases human CD11b/CD18 adhesion to fibrinogen. K562 CD11b/CD18 adhesion to fibrinogen, ATPlite luminescence. activation, % at 10 µM. hit rate 0.07% among 93,000;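 active = 10 µM primary screen giving 50% or more activity, confirmed by 40% or more on retest at that dose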; note: strong numbers were not always called active
Smad3 FoxH1 inh – inhibitors of human Smad3 transcription factor binding; TR-FRET Smad3/Dy647-FoxH1 peptide binding, europium anti-His; inhibition, % at 25 µM; hit rate 0.29% among 88,000; AID 630;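 active = compounds that reduce the energy-transfer binding signal between the protein and its labelled peptide by more than half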;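 note: 0% = Smad3 plus labelled peptide maximal FRET and 100% = peptide-only background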
Target sequence (P84022 whole entry, looked up): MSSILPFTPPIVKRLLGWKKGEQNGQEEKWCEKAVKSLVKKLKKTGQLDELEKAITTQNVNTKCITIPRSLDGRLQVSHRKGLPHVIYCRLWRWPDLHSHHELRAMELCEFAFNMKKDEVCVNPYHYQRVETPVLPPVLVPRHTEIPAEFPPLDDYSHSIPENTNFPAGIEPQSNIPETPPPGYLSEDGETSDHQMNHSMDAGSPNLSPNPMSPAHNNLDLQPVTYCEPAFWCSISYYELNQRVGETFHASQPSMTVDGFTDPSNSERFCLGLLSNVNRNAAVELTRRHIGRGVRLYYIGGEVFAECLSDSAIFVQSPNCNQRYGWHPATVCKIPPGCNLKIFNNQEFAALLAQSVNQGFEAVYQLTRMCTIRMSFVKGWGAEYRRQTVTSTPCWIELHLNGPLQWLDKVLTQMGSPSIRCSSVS
ERa SRC1 pot – enhances coactivator binding to human estrogen receptor alpha; coactivator binding (% of control), % at 25.6 µM; AID 639; hit rate 1.3% among 86,000; TR-FRET ERalpha-LBD/SRC-Cy5 coactivator binding, 2 h; 100 = basal binding, no effect; P03372; in the data active = activity above about 200%;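 note: binding measured in presence of low estradiol as agonist stimulus; 0% = peptide alone without receptor and 100% = receptor with peptide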
* marks the source's active call; other numbers are inactive results; / = no result given; [ ] = another dose, or the depositor's remark. The list is partial; the hit share may differ from the screen's.

SMILES	ERa SRC1 inh	Lung fibro prol	MT1-MMP txn act	ERb SRC1 inh	H69AR inhibit	HUVEC prolif 384	Mac1 fbg enh	Smad3 FoxH1 inh	ERa SRC1 pot
CCc1c(C)nc2ncnn2c1N1CCCC(C(=O)NCCc2ccc(OC)cc2)C1 (centres undefined)	-4	96	1.1	5	70	108	-4	-1	153
COc1cccc(C(=O)Nc2ccc(NC(=O)c3ccco3)nc2)c1	-6	106	1.4	-9	58	115	-6	0	112[fluorescence artefact?]
Cc1n[nH]c(C)c1S(=O)(=O)N1CCCC(C(=O)NCc2cccs2)C1 (centres undefined)	3	92	1	1	92	93	-3	-4	99
Cc1noc(C)c1CSCC(=O)Nc1nc2ccc(Oc3ccccc3)cc2s1	-4	95	1.2	-2	77	74	-2	12	104
Cc1nn(Cc2ccc(Cl)cc2Cl)c(Cl)c1/C=C/C(=O)OCC(=O)NCC(F)(F)F	-1	97	1.3	-17	88	94	-4	-17	97
CCN(CCCNC(=O)C1CCN(S(=O)(=O)CC)CC1)c1ccccc1	0	92	1.1	-9	79	92	1	5	112
Cc1onc(-c2c(F)cccc2Cl)c1C(=O)OCC(=O)NCc1ccco1	52*	99	1.2	33	83	98	12	11[fluorescence artefact?]	79
COC(=O)c1c(NC(=O)CC2NCCNC2=O)sc2c1CCCC2 (centres undefined)	-16	93	1	-8	79	91	-3	-4	100
CN(C)c1ccc(-c2nc3n(n2)C(c2cccnc2)C2=C(CC(C)(C)CC2=O)N3)cc1 (centres undefined)	-9	89	1.2	0	69	86	/	11	99
O=C(NC(=O)N1CCN(c2ccccc2)CC1)c1ccc(Cl)cc1	-4	94	1.6	-3	88	69	/	9	104
Cc1c(C)c2c(C)[nH]nc2oc1=O	-9	105	2.3*	-4	92	103	0	-2	93
CC1CCCCN1C(=O)Cn1cc(/C=C2/C(=O)Nc3ccccc32)c2ccccc21 (centres undefined)	-8[fluorescence artefact?]	72	1.1	10[fluorescence artefact?]	57	54	1	-1	85[fluorescence artefact?]
O=C(CSc1ccccn1)N1CCN(c2ccc(Cl)cc2)CC1	-4	96	1	-17	110	96	-2	9	91
O=C(CC1Oc2ccccc2NC1=O)NC1CCCC1 (centres undefined)	-7	99	1.1	-2[fluorescence artefact?]	88	103	-2	7	95
COC(=O)C1C(O)=C(C=NCc2ccccc2)C(=O)CC1(C)C (centres undefined)	-1	97	1.1	-10	92	96	/	2	95
CCN(CC)S(=O)(=O)c1cccc(-c2nnc(SCC(=O)c3ccc(Cl)s3)n2C)c1	3[fluorescence artefact?]	95	1.1	3[fluorescence artefact?]	75	103	-6	-9	103
CCOC(=O)c1c(N=CN(C)C)c(C#N)n2c1CCC2	-11	101	1.1	-16	95	99	2	15[fluorescence artefact?]	115
CCP(=O)(CC)c1cccc(N)c1	-19	104	1.4	-22	95	106	-6	-9	97
CC1CCN(CCCNC(=O)c2cc3c(=O)n(C)c4ccccc4c3n2C)CC1	3	83	1.2	-2	72	77	-2	2	109
O=C(CSc1nnc(Cc2ccccc2)o1)N1CCc2ccccc21	-7	96	1.1	-6[fluorescence artefact?]	100	100	0	-2	112
O=C(CSc1nnc(-c2ccccn2)n1Cc1ccco1)c1ccc(Cl)cc1	-7	91	1.1	2[fluorescence artefact?]	86	97	4	-2	118
O=C(Nc1nc2ccccc2s1)C1CC(=O)N(c2ccc(F)cc2)C1 (centres undefined)	0	95	/	-6	55	87	-1	-1	112
O=C(O)CCC(=O)N1CCN(c2ccc(C(=O)c3ccc(F)cc3)cc2)CC1	13	100	1.1	-7	94	96	0	3	249*
CCCn1cc2c(c1-c1cccc(C)c1)c(=O)n(C)c(=O)n2C	0[fluorescence artefact?]	106	1.1	-1[fluorescence artefact?]	78	95	2	1	97
CC(C)C1Cc2c(sc3[nH]c(=S)n(Cc4ccccc4)c(=O)c23)CO1 (centres undefined)	-3	69	1.1	-2	25*	7.0*	-6	-4	99

Among those listed so far, four contain fluorine.
SMILES	ERa SRC1 inh	Lung fibro prol	MT1-MMP txn act	ERb SRC1 inh	H69AR inhibit	HUVEC prolif 384	Mac1 fbg enh	Smad3 FoxH1 inh	ERa SRC1 pot
Cc1nn(Cc2ccc(Cl)cc2Cl)c(Cl)c1/C=C/C(=O)OCC(=O)NCC(F)(F)F	-1	97	1.3	-17	88	94	-4	-17	97
Cc1onc(-c2c(F)cccc2Cl)c1C(=O)OCC(=O)NCc1ccco1	52*	99	1.2	33	83	98	12	11[fluorescence artefact?]	79
O=C(Nc1nc2ccccc2s1)C1CC(=O)N(c2ccc(F)cc2)C1 (centres undefined)	0	95	/	-6	55	87	-1	-1	112
O=C(O)CCC(=O)N1CCN(c2ccc(C(=O)c3ccc(F)cc3)cc2)CC1	13	100	1.1	-7	94	96	0	3	249*

(next part)
SMILES	ERa SRC1 inh	Lung fibro prol	MT1-MMP txn act	ERb SRC1 inh	H69AR inhibit	HUVEC prolif 384	Mac1 fbg enh	Smad3 FoxH1 inh	ERa SRC1 pot
CCCCn1c(N)c(Sc2ccc(Cl)cc2)c(=O)[nH]c1=O	2	99	1.3	0	89	105	-6	-7	101
CCOC(=O)C1=C(C)NC(=S)N(C(C)=O)C1c1ccccc1 (centres undefined)	5	104	1.1	3	80	85	/	-12	82
CN(c1ccccc1C(=O)Nc1ccc2c(c1)OCCO2)S(C)(=O)=O	-23	108	1	-25	82	104	/	11	121[fluorescence artefact?]
CC(C)CC(=O)Nc1cccc(C(=O)Nc2ccccc2C(=O)O)c1	-4	101	1.1	-10	100	96	-4	7	113
O=S(=O)(Nc1ccccn1)c1ccc(C2CCCCC2)cc1	2	99	1.1	-6[fluorescence artefact?]	93	113	3	0	109[fluorescence artefact?]
O=C(CSc1nnc(Cn2nnc3ccccc32)o1)Nc1ccc(Cl)cc1	-6	102	1.2	3	99	96	/	-10	112
COCCCNC(=O)c1cn(C)c(=O)c2cc(OC)c(OC)cc12	4	100	1	5	101	99	-7	-6	101
CC(C)NC(=O)c1cnn2c1NC(c1cccs1)CC2C(F)(F)F (centres undefined)	-4	95	1.1	-5	80	87	/	5	107
CCOc1cccc(C(=O)NC2CCCCC2)c1	-8[fluorescence artefact?]	100	1.4	-11	92	95	-1	3	112
CO/N=C\C(=N\Nc1ccc(OC)cc1)C(=O)c1ccccc1	1	86	1.2	6[fluorescence artefact?]	28*	65	-1	-5	90
CC1CCCCC1NC1=NCCS1 (centres undefined)	1	93	1.1	-4	91	96	-2	24[fluorescence artefact?]	86
CCOCCCNC(=O)C1CCCN(S(=O)(=O)CC)C1 (centres undefined)	7	102	0.9	35	109	102	-4	-1	90
N/C(=N\c1nc2ccccc2o1)NC(=O)c1ccccc1NC(=O)c1ccccc1	-2	70	1.2	82*	27*	70	-3	6	122
CC(C)[C@H](NC(=O)c1ccco1)C(=O)OCC(=O)N1CCc2ccccc21	0	92	1.3	-7	89	84	-4	-3	98
Nc1nc(CSCCO)nc(Nc2ccccc2)n1	-5	96	1.2	-9	87	92	4	-4	97
Cc1ccc(-c2nc3cccnc3s2)cc1NS(=O)(=O)c1ccc2c(c1)OCCO2	7	91	/	2	21*	70	-4	0	151
COc1ccc(C)c2sc(NC(=O)C3=COCCO3)nc12	93*[fluorescence artefact?]	109	/	-4	90	102	3	-3	104
CCOC(=O)C1CCN(C(=O)Cc2c(C(=O)O)n(C)c3ccccc23)CC1	-5	107	1.1	-8	98	94	-2	-11	117
CC(C)Sc1nc(-c2cccs2)nc2c1c(=O)n(C)c(=O)n2C	1	66	1.1	10	19*	84	/	0	134
CC(=O)Nc1ccc(S(=O)(=O)NC2=C(N3CCN(Cc4ccccc4)CC3)C(=O)c3ccccc3C2=O)cc1	-12[fluorescence artefact?]	103	1.1	-11	31*	7.0*	1	7	89
COc1ccc2[nH]c(=O)c(CN(Cc3nnnn3CCc3ccccc3)CC3CCCO3)cc2c1 (centres undefined)	-4	96	1.1	-8	67	91	0	8	93
COC(=O)c1c(/N=C/NOCc2ccc(Cl)cc2)sc2c1CCN(c1ncc(C(F)(F)F)cc1Cl)C2	27	97	0.9	14	55	86	2	-1	100
CCC(C)Sc1nc2c(c(=O)[nH]c(=O)n2C)n1C (centres undefined)	-2	102	1.1	-2	96	104	0	-8	115
O=C(O)CCC(=O)c1c[nH]c2ccccc12	11	96	1.2	14	100	101	/	2	83
CCOC(=O)c1cc2occc2n1CC(=O)N1CCCc2ccccc21	-7	100	1	-6	75	84	2	-2	102
SMILES	ERa SRC1 inh	Lung fibro prol	MT1-MMP txn act	ERb SRC1 inh	H69AR inhibit	HUVEC prolif 384	Mac1 fbg enh	Smad3 FoxH1 inh	ERa SRC1 pot
CCN(CC)CCNC(=O)c1sc2nc(-c3ccccc3)cn2c1C	-5	93	1.2	8	87	104	/	-2	111
CCOC(=O)CCc1cccc2c1CCC2=O	-1	/	1.1	1	101	105	/	2	110
CCN(CC)S(=O)(=O)c1ccc2oc(C(=O)O)c(C)c2c1	-3	90	1.3	-1[fluorescence artefact?]	97	99	-2	7[fluorescence artefact?]	132
CCOC(=O)CSc1nc2ccc(N)cc2s1	5	96	1.2	3[fluorescence artefact?]	91	74	-2	1	105
O=C(CCn1c(SCC(=O)c2ccccc2)nc2ccccc2c1=O)NCc1ccc(F)cc1	47	103	1.1	28	98	88	-4	1	72[fluorescence artefact?]
CC1(C)Cc2ccccc2-c2nc(NCCO)n(-c3ccccc3)c(=O)c21	9	95	1.1	1	64	102	1	12	114
CCCCn1c(Cc2ccccc2)n[nH]c1=S	-9	100	1.1	-12	100	88	8	5	104
Cc1cc(C)cc(CC2CC(=O)N(c3cc(C)on3)C2=O)c1 (centres undefined)	-4	96	1.1	-3	101	111	/	9	104
CCC1CCCCN1Cc1nc2c(c(=O)n(C)c(=O)n2C)n1CC(C)C (centres undefined)	-5	105	1.1	0	102	98	6	-9	99
CCOc1ccc(C(=O)OCC(=O)Nc2nc(OC)cc(OC)n2)cc1OCC	10[fluorescence artefact?]	108	1.1	11	80	95	10	1	180[fluorescence artefact?]
CCOC(=O)C1CCN(C(=O)CN(c2ccc3c(c2)OCO3)S(C)(=O)=O)CC1	2[fluorescence artefact?]	102	1.1	22[fluorescence artefact?]	95	109	1	-14	99[fluorescence artefact?]
CC(=O)c1ccc(NC(=O)Oc2ccccc2)cc1	2	98	1.5	12	98	111	0	3	104
COc1ccc(C(CNC(=O)c2ccc(OCC3CCCO3)cc2)N2CCOCC2)cc1 (centres undefined)	-2	100	1	-3	83	93	3	11[fluorescence artefact?]	105
CCOc1ccccc1NC(=O)N1CCC(C(=O)c2ccc(F)cc2)CC1	4[fluorescence artefact?]	97	1	3[fluorescence artefact?]	82	82	-5	1	117
O=C(NCc1ccc2c(c1)OCO2)c1ccc(-n2cnnn2)cc1	-4	89	1.1	-1	97	105	-1	-8	113
Cc1ccc(C)c(Cn2c(=O)n(CCCC(=O)NCc3ccco3)c(=O)c3sccc32)c1	12	97	1.2	1	75	106	3	5	102
COC(=O)c1sc2ccc(C)cc2c1C(=O)OC	-2	107	1.1	-8	85	98	/	-8	109
O=C1COc2ccc(-c3csc(=Nc4ccc(OC(F)F)cc4)n3CC3CCCO3)cc2N1 (centres undefined)	-4	92	1.1	-5	62	80	/	-14	96
COc1ccc(C2CC(=O)C3=C(C2)Nc2ncnn2C3c2ccccc2)cc1 (centres undefined)	-4	96	1.1	0	103	89	0	-1	100
CCn1c(CNC(=O)c2ccc(OC)c(OC)c2)nnc1SCC(=O)Nc1ccccc1	-14	100	1.1	-19	98	93	/	3	95
COc1ccc(C)c2sc(=NC(=O)C(C)C)n(C)c12	11	99	1	-25	97	101	4	-6	105
COc1ccc(-c2nc(CS(=O)CC(=O)NCc3cccnc3)c(C)o2)cc1OC (centres undefined)	-5	96	1.2	-5	73	94	4	6	135

Bioassay records from PubChem.
